Screening results: PubChem BioAssay, NCI
All columns: NCI-60 one-dose screen, growth in % after 48 h at 10 µM unless noted; 100 = growth as untreated, 0 = no growth, -100 = all killed.
HS 578T: HS 578T breast cancer | actives 4.1% (n = 78,000)
T-47D: T-47D breast cancer | AID 1794792 | actives 5% (n = 79,000)
UACC-257: UACC-257 melanoma; AID 1794764; actives 4.4% (n = 78,000)
BT-549: BT-549 breast cancer. AID 1794793. actives 4.4% (n = 78,000)
UACC-62: UACC-62 melanoma | actives 5.4% (n = 81,000)
LOX IMVI: LOX IMVI melanoma; actives 7.4% (n = 79,000)
MALME-3M: MALME-3M melanoma | actives 5.8% (n = 78,000) | AID 1794766
MCF7: MCF7 breast cancer; actives 6.3% (n = 82,000)
The depositor's hits bear a star; / = not tested or not shown; & = joins results of further samples. The calls were made as follows: active = growth percent below 10; inactive = the rest.

(1) O=c1c2ccccc2ncn1CCc1ccncc1
(2) COc1cc([N+](=O)[O-])ccc1I
(3) CCN(CC)c1ccc(/C=N/NC(=O)c2ccc(S(N)(=O)=O)cc2)c(O)c1
(4) C=C1C(=O)O[C@H]2[C@H]1CC/C(Cn1cc(CNC(=O)Cc3c[nH]c4ccccc34)nn1)=C\CC[C@@]1(C)O[C@@H]21
(5) Cc1nc2n[nH]c(N)c2nc1C
(6) O=C1OC(=O)C2=C1C1C=CC2O1
(7) CC(=O)c1ccc(N=C2N=c3ccccc3=C/C2=C\c2c(O)[nH]c(=S)[nH]c2=O)cc1
(8) COc1cc(/C=C/C(=O)c2cc(OC)c(OC)c(OC)c2)cc(OC)c1OC

screen / no. | 1 | 2 | 3 | 4 | 5 | 6 | 7 | 8
HS 578T | 106 | / | 54 | 88 | 114 | 105 | 93 | 102
T-47D | 103 | 125 | 30 | 95 | 101 | 101 | 96 | 72
MALME-3M | 101 | 108 | -1.7* | 99 | 105 | 114 | 89 | 73
UACC-257 | 87 | 107 | -10* | 75 | 97 | 104 | 91 | 55
LOX IMVI | 96 | 103 | 0.5* | 91 | 99 | 100 | 91 | 30
BT-549 | / | 109 | 27 | 98 | 118 | 106 | 87 | 73
MCF7 | 99 | 110 | 6.4* | 86 | 95 | 97 | 87 | 33
UACC-62 | 97 | 106 | -3.8* | 94 | 106 | 107 | 92 | 59

(9) CCOC(=O)c1c(SC)nn(-c2cc(=O)[nH]c3ccccc23)c1N
(10) Cc1ccc(NC(=O)Nc2ncn[nH]2)c(C)c1
(11) COC1=CC(c2ccc[nH]2)=N/C1=C\c1[nH]c(C)c(C(=O)CCCCC(=O)NC(C)(C)C)c1C
(12) CC1(C)CC(=O)C(C(N)=O)C(=O)C1
(13) Cc1ccc(C(Cc2ccccc2)NC(CO)(CO)CO)cc1 (stereo unspecified)
(14) c1ccc(-c2nnc(-c3ccccn3)s2)nc1
(15) CCCCCCCCN(Cc1ccccc1)CC(O)c1ccc(Cl)cc1 (stereo unspecified)
(16) NNC(=O)c1ccc(-n2nc(-c3ccccc3)c3ccccc32)cc1

screen / no. | 9 | 10 | 11 | 12 | 13 | 14 | 15 | 16
HS 578T | 91 | 101 | / | 110 | / | 142 | 106 | 73
T-47D | 103 | 98 | 40 | 99 | 91 | 34 | 85 | 38
MALME-3M | 101 | 94 | 49 | 100 | 100 | 86 | 87 | 90
UACC-257 | 105 | 98 | 76 | 98 | 96 | 96 | 107 | 100
LOX IMVI | 96 | 94 | -34* | 98 | / | / | 91 | 68
BT-549 | 91 | 102 | -11* | 110 | 86 | / | 87 | 74
MCF7 | 95 | 98 | -15* | 95 | 98 | 29 | 97 | 74
UACC-62 | 97 | 93 | 69 | 106 | 98 | 96 | 103 | 81

(17) Cc1ccc(C2=NN3C(C2)c2cc(Br)ccc2OC32CCN(Cc3ccccc3)CC2)o1 (stereo unspecified)
(18) C#CCn1c2c(c3ccccc31)C[C@]1(C)[C@H]3CC=C4[C@@H]5CC(C)(C)CC[C@]5(C(=O)OC)CC[C@@]4(C)[C@]3(C)CC[C@H]1C2(C)C
(19) COc1ccc(N=Nc2c(N)nn3c(-c4cc5ccccc5oc4=O)ccnc23)cc1
(20) COc1c(N[C@H]2C=C[C@@H](CO)C2)c(=O)c1=O
(21) NS(=O)(=O)c1ccc(N/C=C/C(=O)c2cc3cc(Br)ccc3oc2=O)cc1
(22) COc1ccc(/C=C/c2c(C(=O)/C=C/c3cccs3)c(C)nc3ccccc23)cc1
(23) C=CC(=O)Nc1ccc(C)c(Oc2ccc(Cl)cc2)c1
(24) COc1ccc2nc3cc(Cl)ccc3c(NCCN)c2c1

screen / no. | 17 | 18 | 19 | 20 | 21 | 22 | 23 | 24
HS 578T | 92 | 106 | 29 | 114 | 88 | 84 | 52 | 92
T-47D | 87 | 95 | 53 | 106 | 91 | 48 | 42 | -72*
MALME-3M | 103 | 102 | 49 | 109 | 98 | 107 | 74 | -71*
UACC-257 | 101 | 104 | 88 | 89 | 100 | 84 | 67 | 101
LOX IMVI | 94 | 100 | 57 | 98 | 97 | 85 | 28 | -86*
BT-549 | 92 | 111 | 30 | 110 | 94 | 94 | 23 | -46*
MCF7 | 77 | 93 | 29 | 94 | 98 | 54 | 37 | -70*
UACC-62 | 82 | 104 | 48 | 101 | 97 | 59 | 42 | -71*

(25) CC(=O)N1C(=O)c2cccc3cccc1c23
(26) COc1ccc(OC)c(-n2cc(C#N)c(N)c2C(=O)c2ccc(Cl)cc2Cl)c1
(27) CCCCCCCCCC(=O)NC(C)(C)C(=O)N1CCC[C@H]1C(=O)N[C@@H](CC(C)C)C(=O)N[C@@](C)(CC)C(=O)N[C@@H](CCC(N)=O)C(=O)N[C@H](CCC(N)=O)C(=O)NC(C)(C)C(=O)NC(C)(C)C(=O)N[C@@H](CCC(N)=O)C(=O)N[C@H](CC(C)C)C(=O)N[C@H](CO)CC(C)C
(28) O=C(CNC1CCCCC1)Nc1ccc(-c2nc3ccccc3s2)cc1
(29) O=C(CCl)NC1(C(=O)O)CCCC1
(30) COc1ccc(C(=O)O)nc1C
(31) N#CCCN(CCC#N)Cc1c(O)ccc2ccccc12
(32) C/C(=N/O)c1ccc(N2C(=O)c3cc(C)c(C)cc3C2=O)cc1

screen / no. | 25 | 26 | 27 | 28 | 29 | 30 | 31 | 32
HS 578T | 103 | 39 | -59* | 84 | 114&106 | 93 | 96 | 101
T-47D | 106 | 43 | -13* | 69 | 103&105 | 105 | 86 | 107
MALME-3M | 134 | 50 | -84* | 105 | 118&95 | 99 | 119 | 97
UACC-257 | 103 | 64 | -74* | 105 | 95&109 | 117 | 100 | 104
LOX IMVI | 108 | 48 | -88* | 74 | 98&97 | 103 | 96 | 108
BT-549 | 110 | 48 | -77* | 88 | 120&107 | 113 | 104 | 120
MCF7 | 97 | 16 | -77* | 28 | 95&105 | 102 | 85 | 94
UACC-62 | 108 | 31 | -92* | 96 | 109&95 | 115 | 95 | 94

(33) CCCCCCCCN(CCCCCCCC)C(=N)c1ccnc2ccccc12
(34) CCCn1c(O)c(N=NC(=O)c2oc3ccccc3c2C)c2ccccc21
(35) CCOC(=O)C1CCN(c2oc(Cc3ccccc3)nc2P(=O)(OCC)OCC)CC1
(36) O=C(O)CSC(=S)SCC(=O)O
(37) Nc1nn(C(=O)c2ccc(C(F)(F)F)nc2)cc1-c1ccc(Cl)cc1
(38) Cc1ncc(CO)c(C=O)c1O
(39) COc1ccc(Cn2c(SC)nc(=O)n(Cc3ccc(Cl)cc3)c2=O)cc1
(40) O=C(CCOCCOCCOCCNC(=O)COc1ccc2c(c1)OCC(c1ccc(F)cc1)C2=O)NCCCC(O)(P(=O)(O)O)P(=O)(O)O (stereo unspecified)

screen / no. | 33 | 34 | 35 | 36 | 37 | 38 | 39 | 40
HS 578T | -32* | 92 | 100 | / | 94 | 105 | 94 | 96
T-47D | -63* | 76 | 104 | 120 | 76 | 74 | 82 | 100
MALME-3M | -78* | 93 | 103 | 92 | / | 89 | 95 | 114
UACC-257 | -69* | 114 | 105 | 103 | 100 | 74 | 102 | 109
LOX IMVI | -100* | 91 | 100 | 93 | 64 | 89 | 87 | 97
BT-549 | 66 | 98 | 109 | 92 | / | 82 | 97 | 104
MCF7 | -75* | 75 | 97 | 101 | 81 | 90 | 92 | 91
UACC-62 | -74* | 83 | 96 | 95 | 92 | 105 | 88 | 97

(41) CC1=NN(c2cc(S(=O)(=O)O)ccc2Cl)C(=O)C1N=Nc1ccccc1 (stereo unspecified)
(42) Cc1[nH]c(/C=C/C(=O)c2ccc(C(F)(F)F)c(F)c2)c(C)c1C(=O)NCc1ccccc1
(43) CCN1C2CCC1/C(=C\c1ccccc1)C(=O)/C2=C/c1ccccc1
(44) COc1ccc(Nc2ncnc3c2c(C)nn3-c2ccc(Cl)cc2)cc1
(45) COc1ccc(Cn2cc(CSc3nc4ccccc4o3)nn2)cc1
(46) Clc1ccc2c(ncn2Cc2ccccc2)n1
(47) O=[N+]([O-])c1cccc(C2CC(c3ccccc3)=Nc3ccccc3S2)c1 (stereo unspecified)
(48) CNc1nnc2n(Cc3ccccc3)c(=O)c3c4c(sc3n12)CCCC4

screen / no. | 41 | 42 | 43 | 44 | 45 | 46 | 47 | 48
HS 578T | 104 | 93&94 | 71 | 106 | 102 | 97 | 96 | 79
T-47D | 102 | 66&70 | 57 | 76 | 84 | 88 | 85 | 52
MALME-3M | 87 | 86&92 | 64 | / | 113 | 92 | 89 | 50
UACC-257 | 100 | 98&98 | 52 | 105 | 111 | 100 | 100 | /
LOX IMVI | 100 | 87 | 25 | 89 | 97 | 91 | 23 | 31
BT-549 | 108 | 97&94 | 49 | 111 | 107 | 97 | 78 | 73
MCF7 | 91 | 88&94 | 25 | 85 | 90 | 97 | 16 | 49
UACC-62 | 105 | 78&88 | 40 | 82 | 91 | 108 | 88 | 32

Profiles as entered above. Order of screens: HS 578T	T-47D	MALME-3M	UACC-257	LOX IMVI	BT-549	MCF7	UACC-62
Results for CC1=NN(c2cc(S(=O)(=O)O)ccc2Cl)C(=O)C1N=Nc1ccccc1 (stereo unspecified) = 104	102	87	100	100	108	91	105
Results for Clc1ccc2c(ncn2Cc2ccccc2)n1 = 97	88	92	100	91	97	97	108
Results for O=[N+]([O-])c1cccc(C2CC(c3ccccc3)=Nc3ccccc3S2)c1 (stereo unspecified) = 96	85	89	100	23	78	16	88

(continued)
(49) COc1ccc(S(=O)(=O)N2CCC(c3nc(C=C(C#N)C#N)c4ccccn34)CC2)cc1
(50) Cc1ccc(-c2cc(-c3ccccn3)n(-c3ncc(-c4ccccc4)s3)n2)cc1
(51) COc1cccc(-c2nn(C(C)(C)C)cc2-c2ccnc(NCCCNS(=O)(=O)c3ccc(C(F)(F)F)cc3)c2)c1
(52) C/C(=N\NC(=O)c1ccncc1)c1cc(Cl)ccc1Cl
(53) Cn1c2ccc(Cl)cc2c2nn(C(=O)c3ccccc3)c(=O)nc21
(54) NC(=O)SCC(=O)Nc1ccc(C(=O)O)cc1
(55) CCOC(=O)C(C)NC(=O)C(C)NC(=O)OCc1ccccc1 (stereo unspecified)
(56) O=C(Cn1nncc1CN1C(=O)CSC1=O)Nc1ccc(Br)cc1

screen / no. | 49 | 50 | 51 | 52 | 53 | 54 | 55 | 56
HS 578T | 94 | / | 104 | / | 104 | / | 111 | 100
T-47D | 93 | 84 | 87 | 96 | / | 118 | 100 | 106
MALME-3M | 122 | 106 | 105 | 121 | / | 134 | 114 | 93
UACC-257 | 99 | 110 | 105 | 121 | 128 | 84 | 101 | 100
LOX IMVI | 99 | 80 | 96 | 97 | 98 | 95 | 94 | 95
BT-549 | 110 | 95 | 111 | 122 | 122 | 103 | 105 | 106
MCF7 | 96 | 61 | 95 | 96 | 95 | 96 | 97 | 96
UACC-62 | 95 | 99 | 101 | 113 | 107 | 86 | 106 | 95

(57) Nc1ccc(N=Nc2cccc(S(=O)(=O)O)c2)c2ccccc12
(58) CCOC(=O)c1[nH]c(C)c(/C=N/NC(N)=O)c1C
(59) OCCCOc1ccccc1
(60) COC1=CC(c2ccc[nH]2)=N/C1=C\c1[nH]c(C)c(C(=O)CCCCC(=O)NCCSSCCNC(=O)CC[C@H](NC(=O)c2ccc(NCc3cnc4nc(N)[nH]c(=O)c4n3)cc2)C(=O)O)c1C
(61) CCOC(=O)C1=C(C)NC(SCc2nnc(-c3ccc(OC)cc3)o2)=NC1c1ccc(F)cc1 (stereo unspecified)
(62) Cc1cc([N+](=O)[O-])ccc1I
(63) NS(=O)(=O)c1ccc(C2C3=C(CCCC3=O)OC3=C2C(=O)c2ccccc2C3=O)cc1 (stereo unspecified)
(64) C#CCN1C(=O)c2cccc3c(-c4ccc5c(c4)ncn5C4CCCCC4)ccc(c23)C1=O

screen / no. | 57 | 58 | 59 | 60 | 61 | 62 | 63 | 64
HS 578T | 100 | 109 | 108 | 106 | 101 | 97 | -5.4* | 98
T-47D | 108 | 75 | 94 | 95 | 67 | 100 | -51* | 67
MALME-3M | 87 | 105 | 86 | 104 | 91 | 139 | -97* | 99
UACC-257 | 108 | 107 | 90 | 90 | 88 | 114 | -90* | 101
LOX IMVI | 86 | 88 | 92 | 92 | 92 | 93 | -73* | 94
BT-549 | 100 | 104 | 99 | 92 | 95 | 102 | -100* | 88
MCF7 | 91 | 96 | 97 | 103 | 95 | 101 | -62* | 77
UACC-62 | 98 | 99 | 100 | 100 | 95 | 102 | -60* | 69

(65) CC(C)(C)c1ccc(C(=O)Nc2c3c(nn2-c2cccc(Cl)c2)CSC3)cc1
(66) N#Cc1c(N)nc2c(c(N)nn2-c2ccccc2)c1-c1ccc(Cl)cc1
(67) c1ccc2c(c1)ccc1nnnn12
(68) COc1ccc(C(N)=O)cc1
(69) C=CCOc1nc2c(c(=O)n(C)c(=O)n2C)n1C
(70) COc1ccc(C(=O)Nc2cccc(-c3cc(=O)c4ccccc4o3)c2)c(OC)c1
(71) O=C(Nc1ncc(Cc2ccccc2Cl)s1)c1ccc2c(c1)OCCO2
(72) CC1(C)CC(=O)C2=C(C1)OC1=C(C(=O)CC(C)(C)C1)C2c1ccc(OCc2cn(-c3ccc(Cl)c(Cl)c3)nn2)cc1
(73) O=C1c2cccc3cccc(c23)C(=O)N1CC#Cc1ccc2c3c(cccc13)C(=O)N(CCN1CCOCC1)C2=O

screen / no. | 65 | 66 | 67 | 68 | 69 | 70 | 71 | 72 | 73
HS 578T | 108 | 91 | 113 | 109 | 103 | 76 | 20 | 101 | 86
T-47D | 86 | 77 | 98 | 109 | 109 | 75 | 34 | 98 | 99
MALME-3M | 86 | 91 | 114 | 122 | 105 | 96 | 57 | 97 | 98
UACC-257 | 96 | 100 | 100 | 109 | 120 | 96 | 53 | 91 | 101
LOX IMVI | 99 | / | 102 | 108 | 111 | 81 | 24 | 88 | 84
BT-549 | 97 | 81 | 134 | / | / | 74 | 19 | 109 | 96
MCF7 | 90 | 76 | 105 | 100 | 99 | 84 | 12 | 82 | 100
UACC-62 | 91 | 90 | 98 | 97 | 105 | 70 | 28 | 49 | 101
